Bioassay records: PubChem BioAssay, National Center for Advancing Translational Sciences (NCATS)
Luc counter – Counterscreen for Luciferase (Kinase-Glo TM) Inhibition. Luciferin 4-monooxygenase (Photuris pensylvanica), Q27757. Potency, µM (titrated, usually from 38.3 µM), for the others: top-dose activity change, negative = inhibition, most hits filed as inhibitors. AID 1379, 2008. Kinase-Glo luciferase, ATP luminescence, 8 min. 0.28% of 200,000 active; note: % is set by controls: 0 for no effect and ±100 for the full control effect; nearly all actives have a fitted effect of over 60% in size
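Kinase-Glo luciferase light output from ATP and luciferin was measured with 10 uM ATP, within the enzyme's linear range. Buffer: 50 mM imidazole pH 7.2, 50 mM KCl, 7 mM MgCl2, 0.01% Tween 20, 0.05% BSA; luminescence read after 8 min at ambient temperature.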
Epigenetic derep – Quantitative High-Throughput Screen for Regulators of Epigenetic Control; murine LDR cells, GFP reporter derepression, 30 h; Potency, µM (top dose mostly 53.9 µM), for the others: top-dose GFP activation, usual class: activators; 0.2% of 280,000 active; note: % of control where 0% means no effect; nearly all actives have a fitted effect of over 60% in size
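Murine LDR cells carrying a silenced, genomically integrated CMV-driven GFP reporter were exposed to compound for 30 hours at 37 C. After PBS washes, GFP-positive cells (20–120 um objects) were counted by laser-scanning microplate cytometry.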
NPSR antagonist – qHTS Assay for Antagonists of the Neuropeptide S Receptor: cAMP Signal Transduction; Q6W5P4; CHO-NPSR cells, cAMP TR-FRET, antagonist mode; Potency, µM (doses to about 38.3 µM), without a hit: at the top dose activity change, negative = inhibition, most hits filed as inhibitors; 1% of 220,000 active; note: % is set by controls: 0 for no effect and ±100 for the full control effect; nearly all actives have a fitted effect of over 50% in size; many of its hits are not listed in these tables
Target sequence (Q6W5P4 whole entry, looked up): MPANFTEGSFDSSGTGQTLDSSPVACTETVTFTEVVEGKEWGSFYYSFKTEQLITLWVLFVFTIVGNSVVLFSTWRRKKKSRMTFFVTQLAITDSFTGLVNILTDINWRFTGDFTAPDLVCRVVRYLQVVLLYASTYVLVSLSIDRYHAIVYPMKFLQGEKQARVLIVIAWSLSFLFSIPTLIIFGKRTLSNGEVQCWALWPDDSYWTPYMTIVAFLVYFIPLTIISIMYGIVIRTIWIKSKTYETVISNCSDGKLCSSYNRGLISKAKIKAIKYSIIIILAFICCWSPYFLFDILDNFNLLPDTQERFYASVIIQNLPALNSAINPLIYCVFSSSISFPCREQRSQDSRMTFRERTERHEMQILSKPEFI
RGS12 GoLoco inh – qHTS Assay for Inhibitors of RGS12 GoLoco Motif Activity (Red Fluorophore); Guanine nucleotide-binding protein G(i) subunit alpha-1 (Homo sapiens), P63096; Potency, µM (top dose mostly 61.6 µM), for inactives: at the top dose activity, negative = inhibition, usual class: inhibitors; Gai1:RGS12 GoLoco peptide FP, rhodamine, 10 min; 0.44% of 230,000 active; active = well fitted inhibition curve with a large enough effect, not every such curve was filed as active; inactive = no such curve, though single readings can be large or run the other way; note: % is set by controls: 0 for no effect and ±100 for the full control effect; nearly all actives have a fitted effect of over 30% in size; many of its hits are not listed in these tables
Target sequence (P63096 whole entry, looked up): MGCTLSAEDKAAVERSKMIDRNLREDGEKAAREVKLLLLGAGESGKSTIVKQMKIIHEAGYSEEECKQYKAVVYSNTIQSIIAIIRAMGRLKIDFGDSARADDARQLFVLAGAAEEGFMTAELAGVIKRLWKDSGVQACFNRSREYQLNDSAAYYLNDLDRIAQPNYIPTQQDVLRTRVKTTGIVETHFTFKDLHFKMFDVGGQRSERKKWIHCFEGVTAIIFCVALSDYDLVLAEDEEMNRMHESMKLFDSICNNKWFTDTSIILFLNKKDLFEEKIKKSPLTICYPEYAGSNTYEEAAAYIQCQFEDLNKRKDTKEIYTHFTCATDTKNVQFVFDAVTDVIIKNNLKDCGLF
RECQ1 inh – qHTS Assay for Inhibitors of RecQ-Like Dna Helicase 1 (RECQ1) | ATP-dependent DNA helicase Q1 (Homo sapiens), P46063 | RECQ1 DNA unwinding, red fluorescence kinetic read | Potency, µM (titrated, usually from 57.3 µM), for the others: at the highest dose activity, negative = inhibition, most hits filed as inhibitors | 0.54% of 240,000 active | AID 2549, 2010;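 note: plate controls were vehicle for no effect and no enzyme for full effect; nearly all actives have a fitted effect of over 30% in size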
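RECQ1T1 50 nM; forked duplex (20 bp + 30-nt ss tails) 200 nM, ATP 2 mM final; pH 8.0, 2 mM MgCl2, 2.5 ug/ml poly(dI-dC); 15 min compound preincubation; discontinuous kinetic read over 2 h at RT.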
SMN2 splice enh – qHTS Assay for Enhancers of SMN2 Splice Variant Expression; HEK293 SMN2-luciferase splicing reporter, luminescence, 30-36 h; Potency, µM (doses to about 46.1 µM), for the others: top-dose activity change, positive = activation, actives largely listed as activators; 2.8% of 210,000 active; AID 1458, 2008; note: % of control where 0% means no effect; nearly all actives have a fitted effect of over 55% in size
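HEK293 cells carry an SMN2 […]–luciferase reporter in which exon 7 inclusion puts luciferase in frame. Cells were plated 10-12 h before compound addition, then incubated 30-36 h at 37C. ONE-Glo luminescence was read; sodium butyrate at 4.5 mM final served as control.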
IMPase Li inh – qHTS Assay for Identifying the Cell-Membrane Permeable IMPase Inhibitors: Potentiation with Lithium; CHO-M1 cells, IP1 TR-FRET (IP-One), carbachol + lithium; Potency, µM (top dose mostly 59.4 µM), for inactives: at the highest dose activity, negative = IMPase inhibition, usual class: inhibitors; 0.35% of 210,000 active; AID 1457, 2008;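 note: IP1 builds up when IMPase is blocked and the TR-FRET signal falls; plate controls were basal vehicle for no effect and high inhibitor control for full effect; nearly all actives have a fitted effect of over 50% in size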
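CHO cells stably expressing M1 receptor (2000/well) were cultured 16–30 h, then exposed to compounds with a small lithium addition for 30 min at 37C. IP1 was measured by TR-FRET competition; AC50 from Hill fits.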
KDM4E inh – qHTS Assay for Inhibitors of Human Jumonji Domain Containing 2E (JMJD2E); Lysine-specific demethylase 4E (Homo sapiens), B2RXH2; JMJD2E catalytic domain, FDH-coupled NADH fluorescence (FDH is formaldehyde dehydrogenase); Potency, µM (series often up to 57.1 µM), without a hit: top-dose activity change, negative = inhibition, actives largely listed as inhibitors; 1.6% of 230,000 active; AID 2147, 2009; active = well fitted inhibition curve with a large enough effect, not every such curve was filed as active; inconclusive = small, poorly fitted or top-dose-only effect, or another doubt; inactive = no such curve, though single readings can be large or run the other way;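 note: 0% = wells with enzyme and -100% = buffer wells without enzyme; nearly all actives have a fitted effect of over 50% in size; many of its hits are not listed in these tables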
Target sequence (B2RXH2 1-337 limits assumed): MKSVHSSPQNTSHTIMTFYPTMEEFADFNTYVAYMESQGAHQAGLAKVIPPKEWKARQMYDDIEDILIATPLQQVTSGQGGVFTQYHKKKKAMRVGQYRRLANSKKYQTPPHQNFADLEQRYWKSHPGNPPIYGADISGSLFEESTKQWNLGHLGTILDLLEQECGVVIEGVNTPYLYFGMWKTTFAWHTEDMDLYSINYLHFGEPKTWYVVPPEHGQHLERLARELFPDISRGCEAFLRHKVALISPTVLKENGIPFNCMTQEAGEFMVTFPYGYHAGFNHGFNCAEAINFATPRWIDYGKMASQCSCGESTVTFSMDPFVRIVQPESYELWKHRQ
* = called active by the depositor; i = inactive; ? = inconclusive; . = not tested or not shown; & = joins results of further samples; [ ] = dose if it differs, or a comment. Unless noted, calls come from the whole dose curve; as a rule, active = well fitted curve in the direction sought with a large enough effect; inconclusive = small, poorly fitted or top-dose-only effect, or another doubt; inactive = no such curve, though single readings can be large; an effect the other way counts as inactive or inconclusive. Potency is the fitted concentration of half-maximal effect. An excerpt; rates above refer to the full screens.

SMILES	Luc counter	Epigenetic derep	NPSR antagonist	RGS12 GoLoco inh	RECQ1 inh	SMN2 splice enh	IMPase Li inh	KDM4E inh
Cc1[nH]nc2c1C1(C(=O)Nc3ccc([N+](=O)[O-])cc31)C(C#N)=C(N)O2 (stereo unspecified)	-3%	1.2%	-7%[46.1 µM]	-2%	i	10%	12%[38.3 µM]	3%
CCOC(=O)c1nnc(-c2ccccc2)nc1N1CC(C)OC(C)C1 (stereo unspecified)	4%	-1.9%[10.1 µM]	-7%	-3%	6%	-4%	2%	-8%
CCC(C)[C@H](NC(=O)Nc1ccc(C)cc1C)C(=O)O (stereo partly specified)	.	0.0%	8%	8%	10%	.	.	3%
CC(=O)C(/C=N/c1ncc(C(F)(F)F)cc1Cl)=C(\C)O	-1%	4.7%	4%	12%	-15%	-6%	-16%	3%
C=C(C)CNC(=S)N/N=C(\C)c1cccc(NC(C)=O)c1	1%	1.1%	-7%	-5%	0%	0%	-8%	10%
CCOC(=O)C1(Cc2ccccc2)CCCN(C2CCN(C(C)=O)CC2)C1 (stereo unspecified)	.	7.1%	2%	50%[activator]	i	.	3%	-3%
Cc1ccc(NC(=O)CN2C(=O)COc3ccc(C)cc32)nc1	2%	-0.7%	-1%[46.1 µM]	7%	1%	-19%	-17%[38.3 µM]	0%
O=C(CCCSc1nc2ccccc2s1)NC1=NCCS1	-1%	-7.3%	-16%[46.1 µM]	-6%	-19%	-9%	29%[38.3 µM]	-5%
Cc1ccc(C)c(NC(=S)N(CCc2ccncc2)C(C)C)c1	.	-0.3%	3%	-5%	1%	.	-6%	15%
CC(=O)CCc1oc2c([N+](=O)[O-])cccc2c1-c1ccc(C)o1	2%	0.3%	24%	-9%	14%	-28%	13%	-7%
CC(C)CNC(=O)NC(=O)COc1ncnc2sccc12	0%	-2.3%	-8%[46.1 µM]	5%	-17%	-5%	7%[38.3 µM]	-1%
Cc1ccc(-c2nn(C(C)(C)C)c3ncnc(N)c23)cc1	-4%	0.0%&1.1%&-1.7%	-4%[46.1 µM]	-1%&2%&0%	4%&-4%&-4%	29%&20%	-16%	?
Cc1c(O)ccc(-c2n[nH]c(C(=O)O)c2-c2nc3ccccc3s2)c1O	.	-2.3%	47%	1%	-1%	.	.	?
CNc1nc2ccccc2n(C)c1=O	-4%	1.0%	34%	-9%	0%	38%	0%	?
CC(C)N(CCO)C(=O)C(c1ccccc1)c1ccccc1	.	-5.5%	-18%[46.1 µM]	.	i	.	.	5%
FC(F)(F)c1ccc(Nc2nnnc3ccccc23)cc1	0%	-1.3%	-8%	11%	i	-10%	9%	-7%
O=C(Nc1c(C(=O)NCc2ccco2)cnn1-c1ccccc1)c1cccc(F)c1	-2%	4.2%	-28%[46.1 µM]	-1%	-10%	1%	-13%[38.3 µM]	6%
COC(=O)CN1C(=O)COc2ccc(Cl)cc21	-2%	1.7%	12%	20%	i	-8%	3%	10%
O=C(NCc1ccco1)C1CCN(c2nc3ccccc3n2Cc2ccccc2F)CC1	1%	-2.7%	-9%[46.1 µM]	-9%	-10%	-20%	10%[38.3 µM]	1%
CCOC(=O)c1ccc(NC(=O)C(CC)CC)cc1	-4%	1.5%	-11%[46.1 µM]	-3%	-3%	11%	4%[38.3 µM]	1%
OC(CN1CCN(Cc2ccccc2)CC1)c1ccc(F)cc1 (stereo unspecified)	3%	0.2%	4%	5%	0%	-10%	2%	?
O=C(NC(=S)Nc1nc2ccccc2s1)c1cccs1	0%	2.1%	-59%	15%	0%	2µM*	9%	-1%
COc1ccc(-n2c(Cc3cccn3C)nnc2SCC(=O)NC2CCCC2)cc1	0%	0.1%	-12%[46.1 µM]	-6%	i	5%	29%[38.3 µM]	-4%
CC(C)c1c(O)ccc2c1CCC1C(C)(C)CCC[C@@]21C (stereo partly specified)	-7%	-1.3%	.	2%	i	-24%	25%	?
Cc1cc(C)n(CC2CC(=O)N(c3ccccc3)C2=O)n1 (stereo unspecified)	.	-0.3%	-7%	8%	10%	.	.	0%

Other entries follow:
SMILES	Luc counter	Epigenetic derep	NPSR antagonist	RGS12 GoLoco inh	RECQ1 inh	SMN2 splice enh	IMPase Li inh	KDM4E inh
CCOC(=O)c1ccc(NC(=O)Nc2c(C)nn(C)c2C)cc1	0%	-0.2%	-23%[46.1 µM]	-9%	-2%	-25%	17%[38.3 µM]	0%
COc1ccc2c(c1)c(C(=O)N/N=C/c1ccc(Br)cc1)c(C)n2C	.	-1.1%	-42%	-3%	-2%	.	.	-4%
COc1ccccc1NC(=S)NCCc1ccccc1	-8%	-1.4%	-9%[46.1 µM]	4%	-1%	-10%	3%[38.3 µM]	-2%
NNC(=S)Nc1cccc(-c2n[nH]c(=S)o2)c1	.	-0.3%	-27%	-5%	27%	.	.	?
O=C(/C=C/c1cccc([N+](=O)[O-])c1)NCCSCc1cccc(Cl)c1	-1%	0.0%	-21%	2%	-4%	-22%	15%	7%
O=[N+]([O-])c1cc(/C=N/O)ccc1SCc1ccccc1	-3%	0.0%	-13%[46.1 µM]	1%	1%	-3%	3%[38.3 µM]	5%
CCn1c(N2CCN(C(=O)/C=C/c3ccccc3)CC2)nc2ccccc21	1%	0.6%	-11%	-6%	i	-4%	8%	3%
CCN1CCN(C(=O)Cn2ncc3ccsc3c2=O)CC1	0%	-0.8%	-5%[46.1 µM]	1%	-8%	27%	28%[38.3 µM]	1%
CCCc1ccc(OCc2ccc(C(=O)Nc3cccc(C)n3)o2)c(OC)c1	-1%	1.1%	-35%	9%	i	-15%	16%	4%
Cc1ccccc1OCCN1C(=O)NC2(CCCc3ccccc32)C1=O (stereo unspecified)	-4%	-1.0%	0%[46.1 µM]	-17%	i	-4%	16%[38.3 µM]	-2%
Nc1ccc(S(N)(=O)=O)cc1N	.	-3.5%	-16%	11%	-20%	.	.	7.9µM*
N#Cc1ccccc1OCC(=O)NC(=O)NCc1ccco1	.	0.0%	5%	-1%	-1%	.	.	?
CCNC(=S)NNC(=S)NCc1ccccc1	14%	-1.6%	15%	6%	2%	8%	-13%	0%
CCSc1nnc(NC(=O)C2CCCN(S(=O)(=O)c3cnc[nH]3)C2)s1 (stereo unspecified)	8%	0.1%	-9%[46.1 µM]	-1%	-6%	20%	36%[38.3 µM]	0%
C=Cn1cc[n+](CC(=O)c2ccc(C)cc2)c1	-1%	-4.0%	20%	18%	-2%	-13%	2%	-3%
O=C(CCCN1C(=O)c2ccccc2C1=O)Nc1c2c(nc3c1CCC3)CCC2	0%	1.0%	-7%[46.1 µM]	0%	i	-22%	11µM*	6%
CN(C)C=NC(=O)/C(C#N)=C1\CCc2ccccc2N1	1%	0.0%	7%[46.1 µM]	12%	i	?	2%[38.3 µM]	-10%
COc1ccc(NC(=O)COc2nc(N(C)C)nc(N(C)C)n2)cc1	-2%	2.9%	3%[46.1 µM]	-3%	i	-17%	13%[38.3 µM]	1%
COCCCNC(=S)NNC(=O)c1ccc(S(=O)(=O)N2CCC(C)CC2)cc1	1%	1.1%	-7%	1%	i	-11%	6%	-14%
O=C1CC[C@@H](CN(Cc2ccccc2)Cc2cn[nH]c2-c2cc3ccccc3o2)N1	5%	6.0%	30%	0%	-15%	.	7%	-6%
COCCSc1ccccc1C(=O)NCC1CCCO1 (stereo unspecified)	-4%	-0.1%	?	-19%	-4%	3%	-33%[38.3 µM]	-3%
CCCNC(=O)c1nc(C)n(-c2cc(Cl)ccc2Cl)n1	1%	-4.0%	4%	13%	i	3%	4%	-3%
Cc1ccc2nc(Nc3nc(CSc4nnnn4-c4ccccc4)cc(=O)[nH]3)nc(C)c2c1	3%	-2.3%	?	12%	-4%	-24%	33%[38.3 µM]	0%
CCC(C(=O)Nc1ccccc1C(=O)N1CCCC1)N1C(=O)c2ccccc2C1=O (stereo unspecified)	-8%	-1.9%	-5%[46.1 µM]	3%	-10%	-3%	-31%[38.3 µM]	-4%
CC(=O)c1nn(-c2cccc(Br)c2)cc1C(=O)c1cccc2ccccc12	-1%	-3.3%	-31%[46.1 µM]	1%	-2%	-22%	6%[38.3 µM]	?

The list continues.
SMILES	Luc counter	Epigenetic derep	NPSR antagonist	RGS12 GoLoco inh	RECQ1 inh	SMN2 splice enh	IMPase Li inh	KDM4E inh
Cc1cccc(NC(=O)C2c3ccccc3Oc3ccccc32)n1	-1%	0.1%	45%	0%	-15%	.	21%	9%
Cn1nc(C(F)(F)F)c(-c2cccc(C(F)(F)F)c2)c1NC(=O)c1nccnc1C(=O)O	.	-1.8%	14%	-2%	-2%	.	.	0%
O=C(O)CC1(CC(=O)Nc2ccc(F)cc2F)CCCCC1	.	1.1%	16%	6%	-15%	.	.	14%
CCN(CC)C(=O)COc1ccc2oc(C)c(C(=O)OC(C)C)c2c1	18%	-1.6%	-8%[46.1 µM]	12%	-9%	5%	29%[38.3 µM]	-10%
COc1ccc([C@H]2[C@H](C(C)=O)N3N=Cc4ccccc4C3C23C(=O)OC(C)(C)OC3=O)cc1 (stereo partly specified)	0%	-1.9%	3%	9%	-7%	?	-3%	-1%
O=C(O)Cn1cnc2scc(-c3cccs3)c2c1=O	-2%	-2.2%	-5%[46.1 µM]	-7%	-1%	-14%	2%[38.3 µM]	?
CC(=O)NS(=O)(=O)c1ccc(N=c2ssc3c2-c2cc(C)ccc2NC3(C)C)cc1	1%	0.0%	-52%	1%	16%	11%	0%	1%

Fetched by compound from the entries so far (2):
SMILES	Luc counter	Epigenetic derep	NPSR antagonist	RGS12 GoLoco inh	RECQ1 inh	SMN2 splice enh	IMPase Li inh	KDM4E inh
CCN(CC)C(=O)COc1ccc2oc(C)c(C(=O)OC(C)C)c2c1	18%	-1.6%	-8%[46.1 µM]	12%	-9%	5%	29%[38.3 µM]	-10%
Cc1cccc(NC(=O)C2c3ccccc3Oc3ccccc32)n1	-1%	0.1%	45%	0%	-15%	.	21%	9%
